Screening data (PubChem BioAssay)
NCI-60 one-dose screen, 48 h, at 10 µM unless noted. Numbers give growth in % (100 = growth as untreated, 0 = no growth, -100 = all killed).
SNB-19 – SNB-19 CNS cancer cells. AID 1794751. actives 2.5% (n = 81,000)
CAKI-1 – CAKI-1 renal cancer; actives 4.7% (n = 75,000); AID 1794772
SF-539 – SF-539 CNS cancer; actives 6.8% (n = 81,000)
SNB-75 – SNB-75 CNS cancer; actives 5% (n = 79,000); AID 1794750
ACHN – ACHN renal cancer; actives 4.9% (n = 81,000); AID 1794771
SF-268 – SF-268 CNS cancer cells. actives 3.1% (n = 82,000)
RXF 393 – RXF 393 renal cancer cells. actives 6.9% (n = 77,000)
A498 – A498 renal cancer cells | actives 5.4% (n = 76,000) | AID 1794774
* marks the source's active call; other numbers are inactive results; / = not tested or not shown; & = joins results of further samples; [ ] = dose if it differs, or a comment. How the source made its calls: active means growth percent below 10; inactive means the rest. Compounds were not picked by outcome; about 12% have a hit in one of these screens.

Structure	SF-268	SNB-19	SF-539	RXF 393	ACHN	SNB-75	CAKI-1	A498
COc1ccc(C(O)C#N)cc1OC (centres undefined)	104	104	111	115	105	110	91	88
COc1ccc(OC)c(Nc2nnc(-c3ccc(OC)c(OC)c3)o2)c1	101	101	94	105	109	102	104	105
O=C(Nc1nccnc1OCc1ccc(F)cc1)Nc1cccc2ccccc12	94	84	93	95	97	105	97	94
Cc1ccc[n+](CC(O)c2ccccc2)c1 (centres undefined)	103	96	98	109	109	104	101	89
C1=C(c2ccccc2)c2ccccc2C1	97	/	100	106	82	91	76	68
COc1ccc(NCc2ccc(C)cc2)cc1	99	87	107	93	101	82	94	88
CCC1(C)CN=C(c2ccccc2)NC1 (centres undefined)	96	104	118	112	95	91	94	83
CS(=O)(=O)c1ccc(-n2nc(C(=O)N3CCC(Cc4ccccc4)CC3)cc2-c2ccc(Cl)cc2)cc1	87	84	91	95	93	64	68	106
CC(c1ccccc1)N1C(=O)CSC1=S (centres undefined)	25	104	-60*	-25*	51	20	61	78
c1ccc(-c2nc3ccccc3nc2-c2ccc(Sc3ccc(-c4nc5ccccc5nc4-c4ccccc4)cc3)cc2)cc1	108	123	98	94	100	77	92	116
NS(=O)(=O)c1ccc(Nc2nc(=S)nc(Nc3ccccc3)[nH]2)cc1	105	96	95	148	102	93	90	101
Clc1ccc(C2=Nn3c(N/N=C/c4ccccc4)nnc3SC2)cc1	99	91	101	90	100	94	83	92
C[N+]1=C(/C=C/c2ccc(O)cc2I)C(C)(C)c2ccccc21	98	93	85	97	99	78	91	67
O=C1CC(c2ccccc2Cl)c2cnn(Cc3ccc4c(c3)OCO4)c2N1 (centres undefined)	95	95	105	/	103	109	87	/
CCc1nc2c([nH]1)c(=O)n(C)c(=O)n2C	100	109	102	105	102	96	97	/
CC(=O)NC(CSC/C=C(\C)CCCC(C)CCCC(C)CCCC(C)C)C(=O)O (centres undefined)	97	109	93	97	105	89	93	107

Full records as entered above. Order of values: SF-268 | SNB-19 | SF-539 | RXF 393 | ACHN | SNB-75 | CAKI-1 | A498
CC(=O)NC(CSC/C=C(\C)CCCC(C)CCCC(C)CCCC(C)C)C(=O)O (centres undefined) across the screens: 97 | 109 | 93 | 97 | 105 | 89 | 93 | 107
Clc1ccc(C2=Nn3c(N/N=C/c4ccccc4)nnc3SC2)cc1 across the screens: 99 | 91 | 101 | 90 | 100 | 94 | 83 | 92
O=C1CC(c2ccccc2Cl)c2cnn(Cc3ccc4c(c3)OCO4)c2N1 (centres undefined) across the screens: 95 | 95 | 105 | / | 103 | 109 | 87 | /

Later entries:
Structure	SF-268	SNB-19	SF-539	RXF 393	ACHN	SNB-75	CAKI-1	A498
c1ccc(-c2nnnn2-c2ccccn2)cc1	100	111	111	106	97	86	92	85
COc1cc2nc(-c3ccc(C(F)(F)F)cc3)cc(OCCCN3CCCC3)c2cc1OC	46	68	46	44	39	-19*	-7.4*	/
COc1ccc2[nH]cc(CCNC(=O)CN3C(=O)/C(=C/c4cccs4)SC3=S)c2c1	92	96	96	111	97	83	86	103
COC(=O)c1ccc(CSc2nnc(-c3c(C)nc4ccc(C)cn34)o2)cc1	102	94	103	97	98	86	93	93
COc1c(O)c(O)cc2c3c(oc12)CC(c1ccco1)CC3=O (centres undefined)	74	90	74	106	27	87	79	105
CC(=O)NS(=O)(=O)c1ccc(NC(=O)CSC2=NC(c3ccc(Cl)cc3)C(C(C)=O)=C(C)N2)cc1 (centres undefined)	102	97	95	109	103	82	89	107
Cc1c(C(C)(C)O)cn2ncnc(Oc3ccc(NC(=O)NCCN4CCOCC4)c(Cl)c3)c12	98	89	97	95	97	81	103	97
CC(C)CNCCOC(=O)c1ccc(N)cc1	97&95&94	104&98&89	102&100&92	116&100&88	109	107&90&75	73	86&89&70

Among those listed so far, 5 have a Cl atom.
Structure	SF-268	SNB-19	SF-539	RXF 393	ACHN	SNB-75	CAKI-1	A498
CS(=O)(=O)c1ccc(-n2nc(C(=O)N3CCC(Cc4ccccc4)CC3)cc2-c2ccc(Cl)cc2)cc1	87	84	91	95	93	64	68	106
Clc1ccc(C2=Nn3c(N/N=C/c4ccccc4)nnc3SC2)cc1	99	91	101	90	100	94	83	92
O=C1CC(c2ccccc2Cl)c2cnn(Cc3ccc4c(c3)OCO4)c2N1 (centres undefined)	95	95	105	/	103	109	87	/
CC(=O)NS(=O)(=O)c1ccc(NC(=O)CSC2=NC(c3ccc(Cl)cc3)C(C(C)=O)=C(C)N2)cc1 (centres undefined)	102	97	95	109	103	82	89	107
Cc1c(C(C)(C)O)cn2ncnc(Oc3ccc(NC(=O)NCCN4CCOCC4)c(Cl)c3)c12	98	89	97	95	97	81	103	97

Next part
Structure	SF-268	SNB-19	SF-539	RXF 393	ACHN	SNB-75	CAKI-1	A498
CCCCCCCCCCCCCCCCCC1=NC(C)CC(C)(C)O1 (centres undefined)	109	113	115	112	96	94	/	119
C[C@]12CC[C@@H]3c4cc([N+](=O)[O-])c(O)cc4CC[C@H]3[C@@H]1CC[C@@H]2O	92	86	/	102	/	100	108	113
CNC(=O)c1cc(Oc2cccc3nc(NC(=O)c4ccc(Cl)cc4Cl)ccc23)ccn1	100	105	103	97	99	92	78	99
COc1ccc(S(=O)(=O)NCCNc2nccc(-c3c(-c4cccc(F)c4)nc4sccn34)n2)cc1	35	58	77	29	16	-0.3*	28	43
O=C1c2c(c3c4ccccc4[nH]c3c3ccc4ccccc4c23)C(=O)N1CCN1CCCCC1	40	42	46	66	13	53	25	46
O=C1CC(=O)N(CCc2ccncc2)C(=O)N1CCc1ccncc1	94	107	102	119	104	85	93	94
O=C(c1ccc(Br)cc1)C1C(c2ccc(Cl)cc2)C2CCCN2C12C(=O)Nc1ccccc12 (centres undefined)	61	67	92	51	69	49	41	65
COc1ccccc1NC(=O)c1sc2c(=O)[nH]c(C(F)(F)F)nc2c1C	109	109	116	135	103	88	88	97
CC#Cc1nc(Nc2cc(C)[nH]n2)c2ccccc2n1	-73*[100 µM]	43[100 µM]	1.2*[100 µM]	-51*[100 µM]	3.2*[100 µM]	-14*[100 µM]	-33*[100 µM]	-94*[100 µM]
CC1=C(C)C(=O)C(Nc2cccc(C)c2)=C(Br)C1=O	100	101	98	106	96	68	99	95
CCOc1ccc(NC(=O)c2cc3ccccc3cc2O)cc1	90	100	107	22	106	101	/	66
NC(=O)c1nnsc1-c1ccc(-c2snnc2C(N)=O)cc1	100	100	103	97	105	104	94	111
CC(C)C(=O)Nc1ccc(Cl)cc1	108	116	108	126	104	98	/	104
CC(=O)Nc1ccc(S(=O)(=O)CC(=O)CS(=O)(=O)c2ccc(NC(C)=O)cc2)cc1	106	103	99	101	98	95	100	108
Cc1ccccc1NC(=O)CSc1[nH]c(=O)cc(C)c1C#N	119	97	97	107	108	107	116	105
O=C(CC1c2ccccc2NC(=O)N1Cc1ccccc1)c1ccc(F)cc1 (centres undefined)	95	97	107	101	95	103	85	79
COc1ccc(OCC(=O)Nc2ccc(-c3nc4ccccc4s3)cc2)cc1	105	/	94	120	102	92	97	100
COc1cc(NC(=O)Nc2cnc(Cl)nc2Oc2cccc(C(F)(F)F)c2)cc(OC)c1	95	94	103	100	98	81	/	112
Nc1ccccc1C1(c2ccccc2)N=C(c2ccccc2)c2ccccc2N1 (centres undefined)	98	88	99	99	92	/	78	/
CC1CCN(C(=O)OCc2nc3nc(Cl)nc(N4CCOCC4)c3[nH]2)CC1	-82*	60	-47*	/	-100*	15	-74*	42
[O-]/[N+](=C\c1ccc(Cl)cc1Cl)c1ccccc1	99	99	101	/	101	66	95	73
Nc1ncnc2c1ncn2C1OC2COP(O)(=S)OC3C(COP(=O)(O)OC2C1F)OC(n1ccc(=O)[nH]c1=O)C3F (centres undefined)	97	113	99	109	/	113	/	113
COc1cccc(/C=C/C(=O)c2ccc(NC(=O)c3cc4cc5ccccc5nc4s3)cc2)c1	98	99	98	112	106	/	86	79
O=C(c1ccc(Cl)cc1)c1cc2ccccc2o1	103	94	98	96	101	99	91	78
O=C(O)c1ccc(-n2cc(/C=N/Nc3c(F)c(F)cc(F)c3F)c(-c3ccc(I)cc3)n2)cc1	80	92	88	90	/	70	/	82
O=C1COc2ccccc2C(=O)N1CCCCNc1ccccc1	73	94	63	123	110	106	107	98
CCCc1[nH]c(-c2cc(N)ccc2Cl)c2c1C(=O)CCCC2	97	100	98	102	107	89	76	108
O=[N+]([O-])c1ccc(NN=C(CO)CO)c([N+](=O)[O-])c1	101	/	104	95	87	82	94	92
CCCCN(CCCC)S(=O)(=O)c1ccccc1	100	81	123	/	106	72	83	101
COc1ccc(C2=NN(/C=C3\SC(=S)N(NC(=O)Cc4ccccc4Nc4c(Cl)cccc4Cl)C3=O)C(c3ccc(Cl)cc3)C2)cc1 (centres undefined)	97	98	95	93	101	78	73	103
CCCC1=CCCC1	101	100	103	110	102	88	101	81
COc1ccc(CCNC(=O)C(=O)[C@H](Cc2ccccc2)NC(=O)c2oc3cc(O)ccc3c(=O)c2C)cc1	93	98	101	101	88	64	75	87
NS(=O)(=O)c1ccc(CCN2C(=O)/C(=C/c3ccc(F)cc3)C=C2c2ccccc2)cc1	99	96	91	/	98	98	91	118
CCn1c(Sc2nnc(NC(=O)CSC(=S)N3CCCC3)s2)nc2c1c(=O)n(C)c(=O)n2C	94	98	100	109	100	84	94	/
COc1ccc(C2CC(c3ccc(OC)cc3OC)=NN2C(=O)c2ccc(S(C)(=O)=O)cc2)cc1 (centres undefined)	94	102	102	98	108	85	88	94
Nc1nc2nc(Br)[nH]c2c(=O)[nH]1	104	108	95	113	107	95	100	108
CSC(=O)NNc1nc2ccccc2s1	100	111	99	125	87	85	82	126
C#Cc1nc(C2=C(C)/C(=N/OCc3ccccc3)CC2)cs1	0.7*	73	-86*	34	0.8*	-88*	-20*	/
CC1(C)CC[C@]2(C(N)=O)CC[C@]3(C)C(=CC[C@@H]4[C@@]5(C)CCC(=O)C(C)(C)[C@@H]5CC[C@]43C)[C@@H]2C1	93	88	99	95	96	96	86	/
O=C(NNC(=O)c1ccc(NC(=O)c2ccccn2)cc1)NC1CCCCC1	97	87	78	106	102	86	90	83
CCOC(=O)c1cc(C(=O)OCC)c(C#N)c(=O)[nH]1	97	106	97	104	96	86	104	105
CN(C)c1ccc(C2SCC(=O)N2c2nnc(Cn3cnnc3)o2)cc1 (centres undefined)	101	104	108	/	98	87	101	96
COc1ccc(/C(Cl)=N/N=C(\Cl)c2cc(OC)c(OC)c(OC)c2)cc1O	106	91	92	108	/	93	/	85
[O-][n+]1onc(-c2ccccc2)c1COc1ccc(Nc2ncnc3c2cnn3-c2ccccc2)cc1	103	105	96	98	105	107	99	/
c1ccc(-c2ccc(-c3nccc4ccccc34)[nH]2)cc1	93	95	99	90	84	74	71	99
Cc1ccc(/C(CSc2nc3[nH]c(=O)n(C)c(=O)c3[nH]2)=N\O)cc1	103	103	99	/	102	98	94	108
O=C(Nc1ncc(Cc2ccc(Cl)cc2)s1)C1=NCCCCN1	103	106	102	119	109	102	91	112
CC1=NN(c2ccc(S(=O)(=O)O)cc2)C(=O)C1N=Nc1ccc(-c2ccc(N=Nc3ccc(OS(=O)(=O)c4ccc(C)cc4)cc3)c(S(=O)(=O)O)c2)cc1 (centres undefined)	100	104	85	62	102	79	100	95
CCOC(=O)c1c(NC(=O)c2ccc(C(C)C)cc2)sc2cc(O)ccc12	98	88	88	111	84	97	78	84
O=c1oc2c3ccc4[nH]cccc4c3nc2c2ccccc12	99	76	60	/	81	92	60	59
O=C(C1=Cc2cc3ccccc3n2Cc2cnnn21)c1ccc(F)cc1	100	94	101	103	103	86	91	80
N#CCNc1ccc(C(=O)O)cc1	105	102	110	101	111	103	/	106
Cc1cc(C)c(CCl)c(C)c1CCl	97	107	103	130	105	91	93	84
O=NN(CCCl)C(=O)NCc1ccc(-c2ccc(CNC(=O)N(CCCl)N=O)cc2)cc1	70	85	66	108	105	83	97	102
COc1cc(CC(CC(=O)c2ccc3c(c2)OCO3)C(=O)O)cc(OC)c1OC (centres undefined)	104	104	105	84	102	89	95	98
Cc1c(Cl)cc(Cl)c(N)c1Cl	104	109	96	108	115	91	89	91

The listing continues:
Structure	SF-268	SNB-19	SF-539	RXF 393	ACHN	SNB-75	CAKI-1	A498
N#C/C(=C\c1ccccn1)c1nc(-c2ccc(Cl)cc2)cs1	85	82	82	52	62	59	55	74
O=C(O)C1(Nc2ccc(Br)cc2)CCCC1	85	94	102	117	83	106	69	109
COc1ccc(C2CC(c3cc(OC)c(OC)c(OC)c3)=NN2C(C)=O)cc1OCC(=O)Nc1nc2ccc(C(F)(F)F)cc2s1 (centres undefined)	71	74	-33*	34	40	37	58	54
CCCCCC(=O)OC1CCCCC1	97	102	91	109	100	74	98	105
CCC(C)N(c1ccc(Cl)cc1)c1nc(-c2ccc([N+](=O)[O-])cc2)cs1 (centres undefined)	107	98	107	120	95	117	83	108
COc1ccc(-c2c[nH]c(C(=O)NCCCO)c2-c2cc(OC)c3c(c2OC)OCO3)cc1	97	96	100	/	97	72	71	78
O=[N+]([O-])c1cccc(C(F)(F)F)c1	102	103	102	99	102	/	94	98
CCOC(=O)c1[nH]c(C=O)c(C(=O)OCC)c1C	94	97	99	111	99	/	94	96
CC1(C)CC[C@]2(c3nnc(-c4ccncc4)o3)CC[C@]3(C)C(=CC[C@@H]4[C@@]5(C)CCC(=O)C(C)(C)[C@@H]5CC[C@]43C)[C@@H]2C1	81	79	91	101	89	89	/	106
COc1ccc(Cn2cc3c(c2-c2ccccc2)CC(C)(C)c2cnoc2-3)cc1	41	55	6.3*	20	54	13	6.8*	49
